From PubChem BioAssay
VIM-2 inh: blocks Pseudomonas aeruginosa VIM-2 metallo-beta-lactamase; purified VIM-2, nitrocefin hydrolysis, epi-absorbance fluorescence; inhibition, % at 5.6 µM; 290,000 tested, 0.89% active; AID 1527;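 active = inhibition above the mean of all tested compounds plus 3 SD, cutoff set per screening run, cut at about 7.5% in these data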;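 also: red hydrolysis product quenches plate fluorescence so inhibitors raise well fluorescence; 0% = enzyme with DMSO and 100% = DMSO without enzyme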
p-CIP stab down: p/CIP protein destabilization | F442A p/CIP-EGFP cells, EGFP fluorescence, 16 h | decrease of EGFP signal, % at 10 µM | 290,000 tested, 0.01% active | AID 1984;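 active = EGFP signal decrease of at least 30% at 10 µM or well 3 SD below plate mean, unless failing retest; inactive = the rest, including hits failing retest or dose response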; also: some compounds called inactive have numbers as strong as hits; many of its hits are not listed in these tables
IMP-1 inhibitor: inhibitors of Pseudomonas aeruginosa IMP-1 metallo-beta-lactamase; 290,000 tested, 0.45% active; inhibition, % at 5.6 µM; purified IMP-1, nitrocefin hydrolysis, epi-absorbance fluorescence;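 active = inhibition above the mean plus 3 SD of all compounds in the same screening run, cut at about 4.5% in these data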;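 also: 0% = IMP-1 with DMSO and 100% = DMSO wells lacking enzyme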
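System: purified IMP-1 / Input: IMP-1 dispensed at 0.2 nM / Medium: 50 mM HEPES pH 7.1, 50 µM ZnSO4, 0.05% Brij 35 / Timing: 15 min enzyme–compound preincubation, then 25 min nitrocefin reaction, 25 °C / Technique: plate fluorescence quenching by hydrolysis product, ex 480/em 530 nm / Repeats: singlicate testing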
HCV NS3 hel inh: blocks Hepatitis C virus NS3 helicase unwinding. inhibition, % at 10.9 µM. 290,000 tested, 0.56% active. NS3 helicase DNA unwinding, Cy5 molecular beacon fluorescence;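 active = inhibition above the mean of all tested compounds plus 3 SD, set per campaign, cut at about 35% in these data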;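 also: 0% = DMSO wells and 100% = thioflavine S control wells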
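test system = hepatitis C virus NS3 helicase domain fragment enzyme | reagent = annealed dual-labelled DNA beacon duplex, ATP-started | times = 1 h at 25 °C | detection = Cy5 fluorescence, 0 and 60 min reads | read-out basis = percent inhibition from t60/t0 fluorescence ratio | control set = DMSO and thioflavine S | replication = one well per compound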
IDE cell inh: cellular human IDE inhibition. P14735. HEK cells, FAbetaB cleavage, fluorescence polarization. inhibition, % at 5.59 µM. 320,000 tested, 0.41% active. AID 434962;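 active = percent inhibition above the average of all tested compounds plus 3 SD, set per screening campaign, cut at about 16% in these data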;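 also: IDE supplied by intact live HEK cells; FP after avidin binding of uncleaved biotin substrate so inhibition keeps polarization high; 0% = DMSO wells and 100% = 60 µM reference IDE inhibitor Ii1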
Target sequence (P14735 whole entry, looked up): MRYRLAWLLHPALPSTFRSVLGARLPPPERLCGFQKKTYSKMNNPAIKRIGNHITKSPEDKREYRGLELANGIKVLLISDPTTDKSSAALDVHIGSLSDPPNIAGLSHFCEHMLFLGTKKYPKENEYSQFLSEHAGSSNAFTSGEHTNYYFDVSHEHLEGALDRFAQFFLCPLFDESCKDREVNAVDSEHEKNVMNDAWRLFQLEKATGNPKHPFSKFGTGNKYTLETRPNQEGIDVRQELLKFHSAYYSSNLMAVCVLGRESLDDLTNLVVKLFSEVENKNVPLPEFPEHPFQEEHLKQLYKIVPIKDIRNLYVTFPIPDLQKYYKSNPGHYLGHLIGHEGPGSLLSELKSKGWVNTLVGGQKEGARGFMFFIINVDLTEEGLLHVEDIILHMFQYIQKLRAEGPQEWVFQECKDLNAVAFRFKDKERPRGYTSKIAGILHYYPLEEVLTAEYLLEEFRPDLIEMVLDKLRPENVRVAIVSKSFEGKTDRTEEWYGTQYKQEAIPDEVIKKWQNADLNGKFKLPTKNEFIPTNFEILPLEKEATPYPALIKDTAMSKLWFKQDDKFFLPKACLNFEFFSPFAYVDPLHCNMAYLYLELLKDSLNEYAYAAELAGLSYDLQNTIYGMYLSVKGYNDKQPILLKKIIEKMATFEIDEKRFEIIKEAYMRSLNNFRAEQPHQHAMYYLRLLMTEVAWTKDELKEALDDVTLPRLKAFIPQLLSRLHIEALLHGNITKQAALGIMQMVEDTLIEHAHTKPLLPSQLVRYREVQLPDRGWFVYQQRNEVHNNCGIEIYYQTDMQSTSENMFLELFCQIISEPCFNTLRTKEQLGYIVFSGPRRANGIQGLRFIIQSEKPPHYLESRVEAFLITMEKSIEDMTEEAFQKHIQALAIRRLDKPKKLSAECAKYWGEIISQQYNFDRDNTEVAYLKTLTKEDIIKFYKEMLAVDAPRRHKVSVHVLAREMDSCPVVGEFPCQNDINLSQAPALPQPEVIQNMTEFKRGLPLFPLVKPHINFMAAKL
IDE cell activ: boosts human insulin-degrading enzyme activity in HEK cells; P14735; activation, % at 5.96 µM; FAbeta-B cleavage, fluorescence polarization; 0% vehicle, 100% cell-free pure enzyme wells; 340,000 tested, 0.073% active;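 active = activation above the mean of all tested compounds plus 3 SD, set per screening campaign, cut at about 17% in these data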
CRFBP-R2 block: antagonists of CRF-binding protein/CRF-R2 receptor complex. HEK293 CRF-R2/CRF-BP, CRF-induced calcium fluorescence. inhibition, % at 11.8 µM. 350,000 tested, 0.59% active;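 active = inhibition of the ligand-induced calcium signal above about 50% at the single tested concentration, limit read from the data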
GalR3 antagonist: antagonists of human GalR3; O60755; HEK293 GalR3-CNG cAMP membrane potential fluorescence; galR3 body fused to GalR1 C-terminus; inhibition, % at 3 µM; 360,000 tested, 0.44% active; AID 651719;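 active = inhibition above the screen-wide average plus 3 SD, cut at about 13% in these data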;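 also: forskolin and galanin both at EC90 stimulate the cells; cAMP rise reported by CNG channel membrane potential dye signal; 0% = forskolin plus galanin with DMSO and 100% = forskolin alone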
SUMO HTRF inh: SUMOylation inhibition; P63279; inhibition, % at 35 µM; 290,000 tested, 0.36% active; HTRF SUMOylation assay, SAE1/SAE2 + UBC9, in vitro; AID 2006; in the data active = inhibition above about 50%, passing the limit was not always enough; also: strong numbers were not always called active
Starred values were filed as active, the others as inactive; . = not tested or not shown.

SMILES	VIM-2 inh	p-CIP stab down	IMP-1 inhibitor	HCV NS3 hel inh	IDE cell inh	IDE cell activ	CRFBP-R2 block	GalR3 antagonist	SUMO HTRF inh
O=C(Nc1cccc(S(=O)(=O)N2CCCCC2)c1)c1cncc(Br)c1	.	.	.	.	8.2	-2.8	-12.1	-7.0	.
Cc1cc(C(=O)N/N=C/c2ccc(Br)o2)n[nH]1	-2.1	-6.8	-2.1	-5.4	-0.4	2.2	-0.6	0.2	8.0
CCN(CC)c1ccc(/C=C/c2cccc[n+]2C)c(OC)c1	2.5	-727.6	-0.8	-14.3	28.4*	-35.6	-90.0	17.9*	-9.8
CC(=O)SC1CC(=O)N(c2ccc(C(C)(C)C)cc2)C1=O (stereo not drawn)	-1.1	-8.2	-0.6	7.2	10.8	0.6	-7.7	-3.0	0.0
CCCn1nc(CC(=O)OCC)c2ccccc2c1=O	-1.7	-5.8	-1.7	0.6	4.7	0.6	3.9	-1.1	7.6
COc1ccc(CCn2c(=N)c(C(=O)NC3CCCC3)cc3c(=O)n4ccccc4nc32)cc1OC	10.1*	-6.0	-1.7	-9.8	1.4	3.9	0.6	0.0	-3.1
O=C1OCCC1Sc1nnc(-c2cccc(Br)c2)o1 (stereo not drawn)	0.3	-12.8	-3.7	-8.6	-1.3	-1.8	29.7	-2.2	1.7
CC(C)(C)NC(=O)CSC(=Nc1ccc(F)cc1)NC#N	-0.7	-13.3	-2.7	-1.2	0.5	1.8	-4.3	-5.3	7.5
CC(NC(=O)CCN1C(=O)c2ccccc2S1(=O)=O)c1ccccc1 (stereo not drawn)	.	.	.	.	-0.3	3.1	-1.2	-2.8	.
C/C(=N\NC(=O)c1cc(-c2ccccc2C)nc2ccccc12)c1cccnc1	-2.9	-11.5	-2.6	-1.0	.	2.8	-78.9	-2.9	5.0

A few values from above:
Reading for `COc1ccc(CCn2c(=N)c(C(=O)NC3CCCC3)cc3c(=O)n4ccccc4nc32)cc1OC` under IDE cell inh: 1.4
Reading for `CC(C)(C)NC(=O)CSC(=Nc1ccc(F)cc1)NC#N` under SUMO HTRF inh: 7.5

Other records follow:
SMILES	VIM-2 inh	p-CIP stab down	IMP-1 inhibitor	HCV NS3 hel inh	IDE cell inh	IDE cell activ	CRFBP-R2 block	GalR3 antagonist	SUMO HTRF inh
COC(=O)c1c(C)nc(C)c2c(=O)oc3ccccc3c12	-1.4	-9.3	-2.0	-9.0	-1.6	3.1	-39.7	-2.0	-5.9
CC(=O)O[C@]1(C(C)=O)CC[C@H]2[C@@H]3C=C(Cl)C4=CC(=O)CC[C@]4(C)[C@H]3CC[C@@]21C	-1.9	-11.7	-3.7	-9.8	0.6	5.7	-23.6	.	-31.7
Cc1ccc(S(=O)(=O)N/N=C/c2ccccc2F)cc1[N+](=O)[O-]	-0.8	-5.3	5.9*	-0.1	7.1	3.4	1.0	-0.9	6.4
COC(CN(C(=O)CCl)C(C(=O)NC1CCCC(C)C1C)c1ccc(C)cc1)OC (stereo not drawn)	-2.0	-10.6	-3.9	-1.2	4.8	2.0	-8.0	.	-2.5
CCc1nnc(NC(=O)c2cccnc2)s1	-2.2	1.0	-3.3	-0.4	-0.4	-4.0	-18.8	3.8	-6.2
O=C(Nc1ccc(F)c(F)c1)C1CCCCC1	.	.	.	.	-2.8	-3.9	5.5	-3.9	.
CCCSc1oc(-c2ccco2)nc1S(=O)(=O)c1ccc(C)cc1	-2.8	10.3	-2.2	-14.6	4.2	1.9	0.7	-12.0	-11.7
O=C(Nc1ccc(S(=O)(=O)Nc2ccccn2)cc1)c1ccccc1	-1.0	-11.7	-0.8	1.3	-0.2	-2.4	-0.8	-3.0	12.6
CCN(CC)S(=O)(=O)c1ccc(C)c(NC(=O)CSc2nc3ccccc3[nH]2)c1	-1.7	-0.1	-1.7	3.2	-2.7	1.6	-1.9	0.2	-1.0
O=S(=O)(Nc1ccc(F)cc1)N1CCOCC1	-2.4	-5.6	-3.4	6.6	3.5	3.1	9.9	-0.5	-0.2

Limited to VIM-2 inh (3 entries from above):
smiles | VIM-2 inh
CC(=O)O[C@]1(C(C)=O)CC[C@H]2[C@@H]3C=C(Cl)C4=CC(=O)CC[C@]4(C)[C@H]3CC[C@@]21C | -1.9
Cc1ccc(S(=O)(=O)N/N=C/c2ccccc2F)cc1[N+](=O)[O-] | -0.8
COC(CN(C(=O)CCl)C(C(=O)NC1CCCC(C)C1C)c1ccc(C)cc1)OC (stereo not drawn) | -2.0

Next part:
SMILES	VIM-2 inh	p-CIP stab down	IMP-1 inhibitor	HCV NS3 hel inh	IDE cell inh	IDE cell activ	CRFBP-R2 block	GalR3 antagonist	SUMO HTRF inh
O=C(COC(=O)c1c[nH]c(=O)[nH]c1=O)Nc1ccccc1Br	-2.4	0.7	-4.3	1.9	-3.1	16.2	3.6	3.2	9.8
CC(C)C(NC(=O)c1ccco1)C(=O)OCC(=O)Nc1ccc(C(N)=O)cc1 (stereo not drawn)	-1.4	5.0	-2.2	-14.2	-0.7	5.4	-6.9	0.2	7.9
Nc1c(C(=O)NCC2CCCO2)c2nc3ccccc3nc2n1-c1ccccc1 (stereo not drawn)	0.2	-10.4	-0.7	-13.6	-0.7	4.4	-35.6	1.4	34.2
COc1cc(/C=C2\SC(=S)NC2=O)ccc1OS(=O)(=O)c1ccccc1	-5.2	4.2	-1.7	15.9	-2.1	.	.	.	23.4
CC(=O)c1cccc(OCc2cc(C(=O)N3C[C@H]4CC[C@H]3C4)no2)c1	-1.7	-6.3	-1.6	2.4	8.9	6.8	-11.2	-7.0	-5.1
O=C(COc1ccccc1)NCC(=O)N/N=C/c1ccc(Cl)cc1	-1.3	-13.0	-4.3	0.7	6.4	4.4	-11.9	-2.5	6.1
O=C(CCS(=O)(=O)c1cc2c(cc1Cl)NC(=O)CO2)NCc1ccccc1	-2.1	-4.2	-1.6	0.9	3.8	-4.4	7.3	-1.1	-1.3
COc1ccc(OC)c(C2Nc3ccccc3NC3=C2C(=O)CC(C)(C)C3)c1 (stereo not drawn)	-0.5	2.0	-0.3	-1.7	0.1	2.3	0.5	-8.6	17.9
CCCNC(=O)NC(=O)CSc1ncc(C(F)(F)F)cc1Cl	-3.2	15.7	-4.6	0.5	3.4	1.2	-38.5	-6.7	-8.7
CCNc1ccc(S(=O)(=O)NCCN(C)C)cc1[N+](=O)[O-]	-2.6	-0.6	-3.2	0.6	-6.4	-0.6	3.4	4.5	-8.3
Fc1ccccc1NC(=S)N(CCN1CCCCC1)Cc1ccco1	-1.1	3.4	-2.0	-1.8	-1.1	2.9	8.9	2.9	5.3
CC1(C)Cc2ccccc2C(/C(=N\Nc2cccc(Cl)c2)C(N)=O)=N1	-4.2	11.0	-3.8	8.1	1.4	0.6	-39.2	-2.0	-60.8
CCCCOC(=O)Nc1ccc(S(=O)(=O)Nc2onc(C)c2C)cc1	-3.8	-1.9	-2.8	6.5	4.2	-1.6	8.8	-5.1	1.1
CC(C(=O)OCC(=O)N1CCN(c2ccccc2)CC1)N1C(=O)c2ccccc2C1=O (stereo not drawn)	.	.	.	.	1.9	-0.6	1.6	-5.0	.
C[C@H](NC(=O)[C@@H]1CSC2c3ccccc3C(=O)N21)C(=O)NCc1c(F)cccc1Cl (stereo partly drawn)	2.5	13.2	0.6	-8.4	3.1	-1.8	-7.3	-7.8	6.8
O=C(CSc1nnc(-c2ccncc2)n1-c1ccccc1)Nc1ccc(C(=O)O)cc1	-2.0	3.4	-2.5	3.0	-2.1	.	-12.7	-4.5	2.8
Cc1nc2ccc(Cl)cc2nc1C	-2.6	6.9	-2.4	-13.8	0.0	-2.9	11.3	-4.3	1.3
CN(CC(=O)Nc1c(Cl)cccc1Cl)C(=O)Cc1ccc(S(=O)(=O)N2CCOCC2)s1	-2.0	-21.8	-1.6	4.3	-0.7	4.8	-33.1	1.4	13.3
CCOC(=O)c1c(C)n(CCOc2ccccc2)c2ccc(O)cc12	-1.6	-11.8	-2.1	31.5	4.7	1.5	-1.9	-10.3	15.3
N=c1c2c(-c3ccccc3)c(-c3ccccc3)n(Cc3ccco3)c2ncn1CCCn1ccnc1	1.1	-2.1	-2.0	-78.0	8.4	-6.9	-83.5	-9.4	7.8
COc1ccc(CN(C)C(=O)CCN(c2ccccc2)S(=O)(=O)c2ccc(C)cc2)c(OC)c1	.	.	.	.	6.1	1.4	11.0	-3.5	.
O=C(O)c1ccccc1C(=O)Nc1ccc(S(=O)(=O)Nc2ccc(F)cc2)cc1	-1.6	1.9	-1.7	12.8	7.5	2.6	-16.5	-9.9	9.7
COc1ccc(Cl)cc1N/C(N)=N/c1nc(CSc2ccc(C)cc2)cc(=O)[nH]1	-1.7	4.1	-3.1	6.4	-0.1	-1.4	-9.5	-6.9	-8.0
Cc1ccc(-c2ccc(SCC(=O)N3CCCc4ccccc43)nn2)cc1	-2.3	10.4	-4.7	2.3	0.6	.	.	.	-3.1
COc1ccc([C@H](OC)[C@@]2(Cc3ccc(O)cc3)N=C(N)N(C)C2=O)cc1	.	.	.	.	1.9	-0.5	1.4	-4.3	.
O=C(COC(=O)CCNS(=O)(=O)c1cccs1)Nc1ccccc1	.	.	.	.	-3.2	0.9	-3.1	-3.5	.
Cn1c(=O)c2sccc2n2c(CCCC(=O)Nc3ccccc3)nnc12	0.2	10.5	-4.7	8.9	5.4	-1.8	-0.8	5.5	-2.0
O=C(Cn1c(-c2ccccn2)nc2ccccc21)N/N=C/c1ccccn1	-3.2	0.2	-6.2	-3.0	7.0	3.9	-26.9	-1.7	5.1
COCc1cc(NCc2ccc(Cl)cc2)nc(C)n1	-1.9	-6.2	-2.0	3.5	-3.1	0.5	2.0	-8.9	21.7
O=C1CCCc2nc3c(cc21)C(O)Oc1c-3ccc2ccccc12 (stereo not drawn)	-1.2	3.1	-2.0	-2.8	-2.0	3.3	14.8	-6.7	28.1
COc1ccc(N(CC(=O)NC2CCCC2)C(=O)Cn2nnc(-c3ccc(F)cc3)n2)cc1	-3.5	5.0	-2.1	-4.6	0.5	8.7	4.5	-10.0	-20.4
O=C(COC(=O)c1ccccn1)NC12CC3CC(CC(C3)C1)C2	-3.1	2.8	-3.9	2.4	7.9	2.1	-0.7	-2.7	20.9
CN(C)S(=O)(=O)c1cccc(NS(=O)(=O)c2ccc(Cl)s2)c1	-2.0	-3.2	-0.8	-1.2	4.3	-6.7	13.1	1.2	8.3
C/C(Cc1ccccc1)=N\NC(=O)CCCCCC(=O)N/N=C(\C)Cc1ccccc1	-3.1	-3.0	-4.0	2.2	-1.9	2.5	6.5	-5.2	-7.9
CC(C)C(NC(=O)c1c(F)cccc1F)C(=O)N1CCN(S(=O)(=O)c2ccc(F)cc2)CC1 (stereo not drawn)	.	.	.	.	-2.5	0.4	8.6	-1.3	.
N/C(=N\NC(=O)c1sccc1OCc1ccc(Cl)cc1Cl)c1ccccn1	-1.4	-4.3	-3.1	-3.7	-0.9	1.6	-25.8	-6.3	-83.4

Rows were taken by chance; about 3.2% have a hit in one of these screens.
